RORgamma inh: ROR gamma (mouse) transcription inhibition; P51450; Drosophila S2 Gal4-RORgamma UAS-luciferase reporter, 20 h; Potency, µM (doses to about 53.6 µM), inactives show at the highest dose activity change, negative = inhibition, most hits filed as inhibitors; 310,000 tested, 5.4% active; AID 2551; note: % is set by controls: 0 for no effect and ±100 for the full control effect; nearly all actives have a fitted effect of over 60% in size
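Stably transfected Drosophila Schneider cells are the test system, with ROR gamma fused to Gal4 and luciferase under UAS control; luminescence is read after 20 hr of 700 uM copper sulfate induction at ambient temperature.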
BRCA1 expr act: increases BRCA1 expression; 380,000 tested, 1.1% active; MCF7-BRCA1-FFLuc reporter, luminescence, 48 h; response scale: scaled: vehicle 0%, 10 µM genistein 100%; Potency, µM (series often up to 46.1 µM), without a hit: at the top dose activation, actives largely listed as activators; AID 624202; note: nearly all actives have a fitted effect of over 80% in size; some results filed as inactive show a strong effect at the top dose
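First, MCF7-BRCA1-FFLuc cells (2000/well) attach for 2 h; next, compounds are pin-added and incubated 48 h at 37 °C; finally, luciferase reagent is added and luminescence read after 15 min.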
ELG1 genotoxic: induces genotoxicity in HEK293T cells with luciferase-tagged ELG1; AID 504466; Potency, µM (series often up to 46 µM), for inactives: at the highest dose activity change, positive = activation, most hits filed as activators; 330,000 tested, 1.3% active; HEK293T ELG1-luciferase reporter, luminescence, 16 h; note: % of control where 0% means no effect; nearly all actives have a fitted effect of over 60% in size
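Luminescence read-out: rising ELG1-luciferase signal, reflecting elevated ELG1 protein under genetic stress, flags genotoxic compounds. Cells were treated for 16 hr at 37 °C before ONE-Glo detection.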
VP16 counter: counter-screen for ROR gamma inhibitors: Gal4-VP16 reporter; Drosophila S2 Gal4-VP16 UAS-luciferase, luminescence, 20 h; Potency, µM (top dose mostly 53.6 µM), inactives show at the top dose activity, negative = inhibition, hits mostly inhibitors; 310,000 tested, 3.5% active; AID 2546;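 note: Gal4-VP16 expression switched on by copper sulfate through the metallothionein promoter; % is set by controls: 0 for no effect and ±100 for the full control effect; nearly all actives have a fitted effect of over 50% in size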
NPC1 prom act: NPC1 promoter activation; Huh7 NPC1 promoter luciferase reporter, 24 h; Potency, µM (titrated, usually from 9.22 µM), for the others: at the top dose activation, hits mostly activators; 320,000 tested, 2.4% active; AID 485313;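 note: % of control where 0% means no effect; nearly all actives have a fitted effect of over 60% in size; reporter is driven by a mutant NPC1 promoter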
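Luminescence from an NPC1 promoter-driven luciferase reporter in stably transfected Huh7 cells was measured after 24 h compound treatment at 37 °C, followed by 10 min ambient incubation with luciferase detection reagent.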
MBNL1 CUG block: blocks human MBNL1 binding to CUG repeat RNA; Potency, µM (top dose mostly 57.5 µM), inactives show top-dose activity change, negative = inhibition, actives largely listed as inhibitors; 280,000 tested, 0.036% active; Q9NR56; TR-FRET MBNL1-His/biotin-(CUG)12 binding, 665/545 ratio; AID 2675; active = well fitted inhibition curve with a large enough effect in the signal ratio, with a control signal flat, not every such curve was filed as active; inconclusive = small, poorly fitted or top-dose-only effect, or effect the other way, or a change in a side signal; inactive = no such curve, though single readings can be large or run the other way; the % refers to the signal ratio; note: % is set by controls: 0 for no effect and ±100 for the full control effect
Target sequence (Q9NR56 whole entry, looked up): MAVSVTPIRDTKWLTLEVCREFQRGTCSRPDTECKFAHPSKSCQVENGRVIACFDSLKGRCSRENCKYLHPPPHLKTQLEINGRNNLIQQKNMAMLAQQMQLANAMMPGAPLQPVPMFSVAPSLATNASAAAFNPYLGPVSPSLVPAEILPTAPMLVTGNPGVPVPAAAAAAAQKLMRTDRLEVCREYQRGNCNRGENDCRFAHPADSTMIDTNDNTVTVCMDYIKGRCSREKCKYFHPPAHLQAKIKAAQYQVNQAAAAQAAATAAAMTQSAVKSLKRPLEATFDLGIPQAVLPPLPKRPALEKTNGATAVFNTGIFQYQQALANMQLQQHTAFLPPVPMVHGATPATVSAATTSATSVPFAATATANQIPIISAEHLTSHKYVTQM
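TR-FRET readout: Ex 340 nm, 665/545 nm emission ratio, normalized to buffer-only (basal) and MBNL1-(CUG)12 controls. Complex of MBNL1-His with Biotin-(CUG)12, compounds 92 nM–58 uM, incubated 60 min at room temperature.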
uPA surface inh: inhibitors of cell surface uPA generation. cell surface uPA generation assay, qHTS. Potency, µM (titrated, usually from 38.3 µM), for the others: at the highest dose activity change, negative = inhibition, actives largely listed as inhibitors. 330,000 tested, 0.31% active. AID 540303; active = well fitted inhibition curve with a large enough effect; inconclusive = small, poorly fitted or top-dose-only effect; inactive = no such curve, though single readings can be large or run the other way; tested in mouse RAW 264.7 cells; note: % is set by controls: 0 for no effect and ±100 for the full control effect; nearly all actives have a fitted effect of over 55% in size
Rab9 promoter act: activators of Rab9 promoter | Huh7 Rab9 promoter-luciferase reporter, luminescence, 24 h | 320,000 tested, 2.8% active | Potency, µM (series often up to 9.22 µM), inactives show top-dose activation, negative = inhibition, most hits filed as activators; note: % of control where 0% means no effect; nearly all actives have a fitted effect of over 60% in size
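Promoter activation is measured as luciferase luminescence in Huh7 cells stably transfected with a Rab9 promoter–luciferase construct, following 24 h compound exposure at 37 °C and 10 min reagent incubation at ambient temperature.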
FLuc counter: firefly luciferase modulation, counter-screen for miR-21 project | P08659 | purified FLuc, Km substrates, luminescence inhibition | AID 588342 | 360,000 tested, 6.9% active | Potency, µM (doses to about 57.5 µM), inactives show at the top dose activity change, negative = inhibition, actives largely listed as inhibitors;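 note: plate controls were vehicle for no effect and reference inhibitor for full effect; nearly all actives have a fitted effect of over 55% in size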
Target sequence (P08659 whole entry, looked up): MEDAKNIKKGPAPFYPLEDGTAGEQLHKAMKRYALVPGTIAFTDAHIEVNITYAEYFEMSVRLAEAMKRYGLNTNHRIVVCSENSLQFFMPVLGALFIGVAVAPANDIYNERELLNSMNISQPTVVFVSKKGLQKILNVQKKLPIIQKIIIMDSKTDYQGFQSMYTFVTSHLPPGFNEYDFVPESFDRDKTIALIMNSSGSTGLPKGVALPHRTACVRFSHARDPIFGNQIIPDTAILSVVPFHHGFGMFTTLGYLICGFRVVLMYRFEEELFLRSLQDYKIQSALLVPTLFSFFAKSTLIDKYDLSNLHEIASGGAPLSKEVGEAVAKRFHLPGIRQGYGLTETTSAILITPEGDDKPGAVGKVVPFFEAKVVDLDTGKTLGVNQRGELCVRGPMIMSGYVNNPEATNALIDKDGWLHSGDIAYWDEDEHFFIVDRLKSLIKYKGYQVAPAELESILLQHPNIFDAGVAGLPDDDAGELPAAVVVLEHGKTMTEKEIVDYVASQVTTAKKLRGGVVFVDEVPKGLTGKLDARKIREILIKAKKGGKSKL
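Purified P. pyralis luciferase (10nM final) with 10uM D-luciferin and 10uM ATP (Km levels) in 50mM Tris acetate pH 7.5, 10mM Mg acetate, 0.01% Tween-20, 0.05% BSA; qHTS 6-point titration, ~60 µM downward; luminescence read.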
p53 reactivator: restores transcriptional activity of mutant p53; 320,000 tested, 0.063% active; AID 504706; Potency, µM (titrated, usually from 92.2 µM), for inactives: at the highest dose activity change, positive = activation, most hits filed as activators; H1299 p53-A138V BP100-luciferase reporter, luminescence, 24 h; note: % of control where 0% means no effect; nearly all actives have a fitted effect of over 45% in size
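p53-null H1299 cells stably carrying temperature-sensitive p53-A138V and a BP100-luciferase reporter were pinned with compounds (4-point, 1:5 series) and held 24 hrs at 37 deg C. Luminescence was read 10 min after detection reagent.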
Starred values were filed as active, the others as inactive; ? = inconclusive; . = no result given; & = joins results of further samples; [ ] = dose if it differs, or a comment. Unless noted, calls come from the whole dose curve; as a rule, active = well fitted curve in the direction sought with a large enough effect; inconclusive = small, poorly fitted or top-dose-only effect, or another doubt; inactive = no such curve, though single readings can be large; an effect the other way counts as inactive or inconclusive. Potency is the fitted concentration of half-maximal effect. Rows were taken by chance, and some 13% of all compounds hit somewhere here.

No. | Compound | RORgamma inh | BRCA1 expr act | ELG1 genotoxic | VP16 counter | NPC1 prom act | MBNL1 CUG block | uPA surface inh | Rab9 promoter act | FLuc counter | p53 reactivator
1 | NC(=O)CC(NC(=O)Cc1ccc(Br)cc1)c1ccc(N2CCC(N3CCCCC3)CC2)c([N+](=O)[O-])c1 (stereo not drawn) | -7% | -7% | 4% | -3% | 1% | ? | 1% | 2% | 9% | .
2 | Cc1ccc(NC(=O)Nc2ccccc2)c(Br)c1 | -15% | 1.6µM* | ? | -22% | 3.5µM* | ? | 4% | 1.8µM* | ? | ?
3 | O=C(CSc1ccc([N+](=O)[O-])cn1)Nc1ccc2[nH]c(=O)[nH]c2c1 | -27% | -22% | 0% | -13% | 2% | ? | 5% | 5% | -1% | -2%
4 | CC(=O)N1N=C(c2cccs2)CC1c1cccs1 (stereo not drawn) | 2% | 0% | 1% | 0% | -8% | ? | -1% | 0% | 0% | -5%
5 | Cc1c(C(=O)N/N=C/c2ccc(O)cc2)sc(=S)n1C | 35% | -10% | 2% | -3% | 0% | -10% | 2% | 0% | -10% | -2%
6 | Cc1cc(C)cc(NC(=O)c2ccc(CSc3nnnn3C)cc2)c1 | 10% | 47% | 0% | -3% | 9% | 10% | 0% | 19% | 13µM* | -1%
7 | Cc1ccc(Nc2nc(COC(=O)C3CC3)cs2)cc1 | -16% | 10µM* | ? | -11%[10 µM] | ? | -5% | 0% | 3.2µM* | 4.3µM* | 1%
8 | Cc1ccc(NC(C#N)c2ccccc2OCc2ccccc2)cc1 (stereo not drawn) | 18% | -34% | -2% | -20% | -5% | -13% | -7% | 11% | ? | 23%

Some values from the list:
Under VP16 counter, no. 1 has -3%
Under VP16 counter, no. 8 has -20%

(more compounds)
No. | Compound | RORgamma inh | BRCA1 expr act | ELG1 genotoxic | VP16 counter | NPC1 prom act | MBNL1 CUG block | uPA surface inh | Rab9 promoter act | FLuc counter | p53 reactivator
9 | COc1ccc(-c2csc(NC(=O)CCN3C(=O)C4CC=CCC4C3=O)n2)cc1OC (stereo not drawn) | . | -12% | -2% | . | 2% | . | -1% | 1% | 17µM* | -3%
10 | COC(=O)CSc1cc([N+](=O)[O-])cc2c1c(C1OCCO1)nn2-c1ccccc1 | -37% | 16% | 5% | -11% | -2% | 2% | -3% | 2% | 4% | -2%
11 | COc1ccc(OC)c(NC(=S)N2CCN(C/C=C/c3ccccc3)CC2)c1 | 2.8µM* | -45% | -12% | 1% | 4% | -1% | -2% | -6% | 2% | 18%
12 | Cc1nn(Cc2ccccc2)c2c1C(c1ccncc1)C(C#N)=C(N)O2 (stereo not drawn) | -12% | -4% | 0% | -6% | 10% | ? | 8% | -1% | -5% | 1%
13 | O=C(NCCNC(=O)c1ccccn1)c1ccc(-c2ccccc2)cc1 | ? | 4% | -7% | -3% | -8% | -4% | 5% | 3% | ? | .
14 | CC(=O)c1ccc(OCCCC(=O)Nc2cc(S(=O)(=O)N3CCCCC3)ccc2C)cc1 | . | -23% | -3% | . | -1% | . | -5% | -7% | 2% | -7%
15 | O=c1cnnc(Nc2ccccc2)[nH]1 | 9% | -8% | 0% | 3% | -1% | -9% | 5% | -2% | 1% | 0%
16 | Cc1ccc(NC(=O)C2CC(=O)N(Cc3ccccc3)C2)cc1S(=O)(=O)N1CCCCCC1 (stereo not drawn) | ? | -32% | -8% | -5% | -3% | -10% | -14% | -11% | -1% | -6%
17 | O=c1c(N2CCCCC2)coc2ccccc12 | 30% | 8.9µM* | ? | 9% | 22% | 1% | -2% | 28% | ? | 19%
18 | O=C(NCCN1CCN(C(=O)c2cccc(Br)c2)CC1)C(=O)NCc1ccccc1 | 2% | -12% | -4% | 0% | 2% | 0% | -1% | -1% | 1% | -11%
19 | COc1cc(NS(=O)(=O)c2ccc3c(c2)C(C)(C)C(=O)N3C)cc(OC)c1 | -16% | -10% | 0% | -1% | -2% | 1% | -7% | 1% | 0% | 4%
20 | c1ccc2c(-c3c[nH]c4ccccc34)c3ccccc3nc2c1 | -18% | -29% | 2% | -14% | -7% | 17% | -7% | 2% | 0% | -9%
21 | CN1C(C(=O)Nc2ccc(C(=O)O)cc2)=C(O)c2ccccc2S1(=O)=O | . | -15% | 4% | . | -3% | . | 11% | 1% | -2% | 1%
22 | COC(=O)c1sc(NC(=O)c2oc3ccccc3c2C)nc1C | 12% | 7.1µM* | 2.3µM* | ? | ? | -7% | 2% | ? | ? | 24%
23 | CCNC(=O)NC(=O)C(C)OC(=O)c1oc2ccc(OCC)cc2c1C (stereo not drawn) | -15% | 2% | 2% | -27% | 1% | -3% | 1% | -9% | 7% | 0%
24 | CNC(=O)NC(=O)C(C)N1CCN(C/C=C/c2ccccc2)CC1 (stereo not drawn) | 0% | -2% | -1% | -14% | -8% | 2% | -4% | -4% | 0% | 2%
25 | CCOc1ccc(CN2CCCC(CO)(Cc3ccc(F)cc3)C2)cc1 (stereo not drawn) | -17% | 1% | 3% | -9% | -2% | -6% | 0% | 0% | -1% | -66%[inhibitor]
26 | O=C(NCCC(=O)N1CCN(c2ccccn2)CC1)c1ccc(Br)cc1 | . | -6% | -1% | . | -2% | . | -3% | -1% | 2% | -6%
27 | COc1ccc(N(C(=O)Nc2ccc(Cl)cc2)C2=NCCC2)cc1 | 29% | 20% | 4% | 0% | -3% | 1% | -3% | -4% | 6% | ?
28 | O=C1C2CC(O)CN2C(=O)N1c1ccccc1 (stereo not drawn) | 9% | -12% | -5% | -10% | 1% | -6% | 3% | 2% | 0% | 15%
29 | CCCCN(CC)CCNC(=O)c1cc2c(-c3ccc(Cl)cc3)nn(C)c2s1 | -30% | -76%&-69% | 7% | -11% | -4% | -8% | 1% | -8% | 0%&-5% | -6%
30 | CN(C(=O)COC(=O)c1nc(-c2ccccc2)n(-c2ccccc2)n1)C1CCS(=O)(=O)C1 (stereo not drawn) | 16% | 33% | 0% | 0% | -11% | 7% | 2% | -2% | 0% | -7%
31 | O=C(CSC1=NCCS1)Nc1ccnc2ccccc12 | -39% | -68% | -7% | 4µM* | -20% | 1% | -29% | -22% | -2% | 29%
32 | O=C(Nc1cc(C(F)(F)F)ccc1N1CCOCC1)c1ccc(Cl)nc1 | -3% | -5% | -6% | -12% | 2% | -13% | -2% | -3% | 0% | -10%

Next compounds:
Values run as follows: RORgamma inh | BRCA1 expr act | ELG1 genotoxic | VP16 counter | NPC1 prom act | MBNL1 CUG block | uPA surface inh | Rab9 promoter act | FLuc counter | p53 reactivator
(33) Cn1c(=O)c2c(ncn2CCC(=O)N/N=C/c2cccnc2)n(C)c1=O
 : 15% | -5% | -2% | 4% | -1% | . | 0% | 3% | 0% | 6%
(34) CCOC(=O)N1CCN(Cc2nc(Cc3cccc(F)c3)no2)CC1
 : 35% | 22% | 2% | -8% | -4% | -11% | 1% | 1% | 2% | 4%
(35) COc1ccc2cnn(CCOc3cc(C)ccc3C(C)C)c(=O)c2c1OC
 : ? | 0% | -5% | -7% | -3% | 5% | 2% | -4% | -6% | 9%
(36) Cc1nnsc1-c1c(C(=O)Oc2ccccc2)c(C)nn1-c1ccccc1
 : 20% | -18% | -5% | 1% | -3% | -14% | -6% | -6% | 2% | -2%
(37) CC1=C(C(=O)OC(C)C)C(c2ccc3c(c2)OCO3)NC(=O)N1 (stereo not drawn)
 : -4% | -1% | 3% | -10% | 1% | -2% | 0% | 4% | 6% | .
(38) C/C(=N/OCC(=O)NCCCCCCNC(=O)CO/N=C(/C)c1cccs1)c1cccs1
 : ? | -38% | -1% | -8% | -2% | . | -4% | -4% | -5% | -13%
(39) C/C(=N\N1C(=O)c2ccccc2NC1c1ccccc1)c1ccccc1O (stereo not drawn)
 : 0.56µM* | -27% | 4.6µM* | 2.8µM* | ? | -15% | -5% | 0.63µM* | 3% | 8%
(40) O=[N+]([O-])c1ccc(Cc2cncc(O)c2)cc1
 : 19% | -24% | -1% | -1% | -3% | ? | -5% | -4% | -1% | -6%
(41) Cc1cc(Cl)c(S(=O)(=O)Nc2cccc(O)c2)cc1OCC(N)=O
 : 24% | 2% | 2% | -11% | -2% | . | 5% | -2% | 1% | -14%
(42) O=C(O)c1cc(O)c2c(c1)[C@@H]([C@H]1c3cc(C(=O)O)cc(O)c3C(=O)c3c(O[C@@H]4O[C@H](CO)[C@@H](O)[C@H](O)[C@H]4O)cccc31)c1cccc(O[C@@H]3O[C@H](CO)[C@@H](O)[C@H](O)[C@H]3O)c1C2=O
 : . | 50% | -6% | . | . | . | -7% | . | . | -12%

Some entries already given with just ELG1 genotoxic and NPC1 prom act:
# | molecule | ELG1 genotoxic | NPC1 prom act
34 | CCOC(=O)N1CCN(Cc2nc(Cc3cccc(F)c3)no2)CC1 | 2% | -4%
35 | COc1ccc2cnn(CCOc3cc(C)ccc3C(C)C)c(=O)c2c1OC | -5% | -3%
36 | Cc1nnsc1-c1c(C(=O)Oc2ccccc2)c(C)nn1-c1ccccc1 | -5% | -3%

Assay outcomes: PubChem BioAssay, National Center for Advancing Translational Sciences (NCATS)
